AGP1-GFP MLPCN: yeast TOR pathway AGP1-GFP modulation; S. cerevisiae AGP1-GFP multiplex flow cytometry, 3 h; GFP as percent of DMSO wells; GFP response vs DMSO, % at 10 µM; AID 2066; 320,000 compounds, 0.02% hits;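 active = GFP response relative to DMSO above a set limit, near screen average plus 3 SD, cut at about 150% in these data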;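 note: median GFP channel fluorescence of the gated AGP1 strain per well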
Fam108B counter: Fam108B inhibition, counter-screen for RBBP9 inhibitors | recombinant Fam108B, FP-Rh probe fluorescence polarization | AID 1947 | inhibition, % at 9.51 µM | 300,000 compounds, 0.33% hits;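 active = inhibition above the screen mean inhibition plus 3 SD, computed separately per campaign, cut at about 18% in these data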;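 note: inhibitors lower polarization as less probe binds the enzyme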
GRK2 aptamer HTS: human GRK2 inhibition via aptamer displacement. bead flow cytometry, FAM-aptamer displacement from GRK2. P25098. 330,000 compounds, 0.59% hits. inhibition of aptamer binding, % at 10 µM. AID 488847;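 active = inhibition of aptamer binding above 40%, roughly 3 SD of noise, on plates passing a quality check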;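 note: median bead fluorescence of bound FAM aptamer so fluorescent compounds give negative values; no value below 0 was filed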
MCL1-BIM inh: disrupts human MCL1 binding to BIM-BH3 peptide; GST-MCL1 / FITC-Bim-BH3 fluorescence polarization; Q07820; inhibition, % at 10.9 µM; 320,000 compounds, 0.68% hits; AID 2057;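 active = inhibition above the mean inhibition of all tested compounds plus 3 SD, set per campaign, cut at about 40% in these data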;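 note: 0% = DMSO wells and 100% = unlabeled Bim-BH3 peptide control; higher means more loss of mP so more displacement of Bim peptide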
MEX-5 binding: C. elegans MEX-5 TCR-2 RNA binding activity; MEX-5/FITC-TCR2 RNA binding, fluorescence polarization; active compounds read low; activity score (negative = inhibition of binding), % at 10 µM; 300,000 compounds, 0.38% hits; Q9XUB2;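 active = inhibition past about -25% in most replicates, and total fluorescence under double the plate's negative control median, limit read from the data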;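 note: 0% = DMSO and -100% = 5 µM competing unlabeled TCR2 RNA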
Target sequence (Q9XUB2 whole entry, looked up): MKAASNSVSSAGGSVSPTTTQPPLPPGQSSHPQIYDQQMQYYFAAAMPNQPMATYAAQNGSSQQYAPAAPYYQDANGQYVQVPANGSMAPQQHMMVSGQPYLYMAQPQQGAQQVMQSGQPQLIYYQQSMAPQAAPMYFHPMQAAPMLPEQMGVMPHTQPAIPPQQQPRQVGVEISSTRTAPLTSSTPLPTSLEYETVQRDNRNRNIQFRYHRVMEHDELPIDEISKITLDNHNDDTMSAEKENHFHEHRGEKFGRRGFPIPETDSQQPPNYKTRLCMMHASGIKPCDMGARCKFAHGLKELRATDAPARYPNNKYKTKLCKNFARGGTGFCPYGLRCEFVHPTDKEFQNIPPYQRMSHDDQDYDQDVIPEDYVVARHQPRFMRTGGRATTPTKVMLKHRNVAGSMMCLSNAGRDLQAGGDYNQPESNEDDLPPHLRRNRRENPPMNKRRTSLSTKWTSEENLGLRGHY
CIT2-GFP yeast: alters CIT2-GFP fluorescence in TOR pathway yeast screen | S. cerevisiae CIT2-GFP strain, flow cytometry, 3 h; 100 means same as DMSO wells | 320,000 compounds, 0.065% hits | GFP response vs DMSO, % at 10 µM | AID 2029;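 active = GFP response relative to DMSO above a set limit, near the screen mean plus 3 SD, cut at about 150% in these data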;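 note: ratio of well median GFP fluorescence to mean of DMSO wells on the plate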
GLD-1 RNA inh: GLD-1-TGE RNA interaction inhibition (C. elegans); Q17339; purified GLD-1 + fluorescein TGE RNA, fluorescence polarization; inhibition, % at 5.96 µM; 320,000 compounds, 0.44% hits; AID 2280;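 active = percent inhibition above a per-plate cutoff, the plate mean of test compounds plus 3 SD, cut at about 30% in these data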;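 note: 0% = DMSO wells with GLD-1 and probe and 100% = wells lacking GLD-1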
Target sequence (Q17339 whole entry, looked up): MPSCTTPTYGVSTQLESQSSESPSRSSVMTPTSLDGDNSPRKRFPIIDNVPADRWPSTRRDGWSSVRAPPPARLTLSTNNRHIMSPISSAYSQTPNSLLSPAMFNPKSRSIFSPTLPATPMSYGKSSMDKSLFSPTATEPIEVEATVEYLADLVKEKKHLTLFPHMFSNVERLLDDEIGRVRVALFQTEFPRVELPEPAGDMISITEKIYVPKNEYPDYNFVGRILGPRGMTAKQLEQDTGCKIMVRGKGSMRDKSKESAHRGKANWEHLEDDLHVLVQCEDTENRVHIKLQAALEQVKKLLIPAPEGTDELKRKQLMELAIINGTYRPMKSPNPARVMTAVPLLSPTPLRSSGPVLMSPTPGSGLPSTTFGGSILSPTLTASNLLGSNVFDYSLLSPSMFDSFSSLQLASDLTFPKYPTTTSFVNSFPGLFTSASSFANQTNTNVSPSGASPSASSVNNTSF
VLA-4 inh: inhibition in a human VLA-4 binding assay; inhibition, % (about 7 µM as worked out from the volumes in the protocol); 330,000 compounds, 0.2% hits; P13612; VLA-4 expressing cells, ligand binding flow cytometry; in the data active = inhibition above about 50%
BCLXL inh: blocks human Bcl-xL binding to Bim BH3 peptide; inhibition, % at 10.9 µM; 320,000 compounds, 0.7% hits; GST-Bcl-xL / FITC-Bim BH3 peptide fluorescence polarization; Q07817; AID 2129;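 active = inhibition above the mean of all tested compounds plus 3 SD, cutoff set per campaign, cut at about 30% in these data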;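 note: 0% = DMSO wells and 100% = unlabeled Bim-BH3 peptide competitor; inhibitors lower millipolarization by displacing the labeled peptide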
The depositor's hits bear a star; . = no result given.

Values run as follows: MCL1-BIM inh, Fam108B counter, MEX-5 binding, GLD-1 RNA inh, AGP1-GFP MLPCN, CIT2-GFP yeast, BCLXL inh, VLA-4 inh, GRK2 aptamer HTS
CC1CN(S(=O)(=O)c2ccc(NC(=O)c3cc(-c4ccccc4O)n[nH]3)cc2)CC(C)O1 (centres undefined)
 : 6, -23, -2.1, -1, 94, 102, 3, 5, 0
Cn1c2c(c(=O)n(C)c1=O)[C@@]1(C(=O)Nc3ccccc31)C(C#N)=C(N)O2
 : 6, -1, 1.7, 3, 95, 93, 2, 18, 2
COc1ccc(Cl)cc1NC(=O)NCCCl
 : 4, 4, -2.1, -9, 101, 107, 2, -6, 0
COC(=O)c1c(NC(=O)c2ccc(Br)s2)sc2c1CCC2
 : 9, -3, -1.6, 4, 99, 101, 3, -3, 2
CCOc1ccccc1N(CC(=O)N1CCCCCC1)S(=O)(=O)c1ccc(C)cc1
 : ., ., -1.0, ., 95, 101, ., 9, 0
Cc1ccc(SCC(=O)c2cc(C)c(O)c(C)c2)cc1
 : 4, -3, -2.6, -1, 90, 97, 3, 12, 2
CC(C)(C)OC(=O)NCCc1nnc(SCc2cccc(Cl)c2)o1
 : 12, 0, 3.1, 3, 111, 104, 6, 6, 1
COc1ccc(C(=O)Oc2ccc[nH]c2=O)cc1
 : 4, 2, -0.4, 4, 97, 92, 3, -1, 2
CCCCNC(=O)CN1C(=O)C(CC)Oc2ccc(Cl)cc21 (centres undefined)
 : 5, 6, 0.7, 2, ., 111, 0, 0, 3
OCC1CCCCN1C(=S)NCc1ccco1 (centres undefined)
 : -1, 1, -0.4, -2, 103, 100, 2, 22, 1
COc1ccc(C(=O)COC(=O)C(CCSC)NC(=O)COc2ccccc2)cc1 (centres undefined)
 : -4, -3, 1.5, 3, 114, 96, 3, 3, 0
CCn1c(SCC(=O)Nc2ccccc2F)nnc1-c1ccoc1C
 : -2, 0, -0.5, -3, 95, 99, -1, 7, 0
O=C(CSc1nc2ccsc2c(=O)n1CC1CCC(C(=O)O)CC1)c1ccc(Cl)cc1 (centres undefined)
 : 2, -1, -0.8, 2, 99, 94, 2, -10, 0
COc1ccc(C(=O)OCC(=O)c2ccc[nH]2)c(OC)c1
 : ., ., ., -2, 96, 100, ., 4, 0
COCCNC(=O)CN1CCC(NC(=O)c2ccco2)CC1
 : 3, 4, 1.1, 3, 110, 111, 4, 20, 0
CC1CCN(c2oc(-c3ccccc3F)nc2C#N)CC1
 : 4, -2, 2.6, 4, 98, 100, 1, -3, 0
Cc1ccc(C(=O)c2cc3ccccc3o2)cc1[N+](=O)[O-]
 : -8, -1, 1.1, -5, 98, 101, -4, 4, 4
O=C(O)c1ccc2c(c1)[C@@H]1C=CC[C@@H]1[C@H](c1ccccn1)N2
 : 86*, 39*, -100*, 34*, 106, 105, 56*, -7, 42*
CCOc1ccc(NC(=O)CN(C)C(=O)c2ccccc2SCC(=O)N2CCCC2)cc1OCC
 : -10, -4, 2.0, 4, 95, 84, -11, -17, 0
Cc1ccccc1NS(=O)(=O)c1nnc(NC(=O)c2ccccc2F)s1
 : 3, 0, -0.4, 0, 86, 80, -3, 3, 1
CC(=O)c1ccc(S(=O)(=O)N2CCN(C(=O)C3CCCC3)CC2)cc1
 : -8, 7, -0.1, 1, 109, 117, -3, -1, 0
C/C(=N\NC(=O)c1nnn(-c2nonc2N)c1CN(C)c1ccccc1)c1cccc(O)c1
 : 3, -3, -1.9, 4, 101, 104, -4, 0, 3
COc1ccc(OC)c(NC(=O)CSc2nc3nc(C)cc(C)n3n2)c1
 : -10, ., ., -10, 91, 87, -6, -4, 0
Cc1ccc(SCC(=O)OCC(=O)NCCc2ccccc2)cc1
 : -3, ., ., 5, 107, 92, 1, 7, 3
CCOc1ccc(-c2csc(Cn3c(CN4CCN(C)CC4)nc4ccccc4c3=O)n2)cc1
 : 2, 2, -2.8, -2, 97, 97, 11, 7, 0
O=C1C=C(O)c2cccc(O)c2C1=O
 : 13, 3, ., 8, 95, 87, 12, -24, 5
COc1ccc2c(c1)C(=O)N1[C@H]3c4cc(OC)ccc4OC[C@@H]3[C@H](c3ccccc3)[C@]1(C)C(=O)N2
 : 0, -8, ., 6, ., ., 2, ., .
FC(F)(F)c1cc(-c2cccs2)nc(-n2cc(Cl)cn2)n1
 : 5, 1, -0.1, -1, 96, 94, 7, 0, 1
Cc1nc2ccc(NC(=S)N3CCC(C)CC3)cc2nc1C
 : 4, 0, 1.5, 0, 100, 101, 0, 1, 2
O=C(NCCCc1ccccc1)C1CCC(CNc2c(N3CCCCC3)c(=O)c2=O)CC1 (centres undefined)
 : 0, -2, 2.2, -2, 99, 100, 7, 10, 2
Cc1ccc(S(=O)(=O)N(C)c2ccc(OC(=O)c3cc(=O)[nH]c4ccccc34)cc2)cc1
 : ., ., ., 13, 88, 92, ., 5, 0
CN(C)c1nc(-c2cccs2)cc(C(F)(F)F)c1C#N
 : 2, -6, -0.8, 1, 102, 88, -6, 3, 0
CCc1ccc(OC)c(S(=O)(=O)NCc2cccs2)c1
 : -3, ., ., 7, 99, 101, -1, -4, 2
COC(=O)CN(C(=S)Nc1ccccc1)C1CC(=O)N(c2ccc(OC)cc2)C1=O (centres undefined)
 : 2, -6, 2.5, 3, 93, 92, 1, -95, 0
CCCCCSc1nnc(-c2cc(Br)ccc2N)c(=O)[nH]1
 : 2, -1, 1.1, -3, 104, 104, 3, -1, 16
Cc1cccc(NC(=O)NC2CC3CCC(C2)N3Cc2ccco2)c1 (centres undefined)
 : 5, 12, -1.3, 2, 88, 87, -2, 6, 0
O=C(N/N=C/c1ccc([N+](=O)[O-])o1)c1cc2ccccc2o1
 : 16, -1, -1.2, 1, 38, 86, 7, 5, 12
CCN1C(=O)[C@@H]2[C@@H](c3ccc(SC4CCCCC4)cc3)N3CCC[C@@]3(C(=O)OC)[C@@H]2C1=O
 : 3, 1, 10, -2, 93, 94, 8, 3, 0
CC(=O)Nc1cccc(C(=O)N/N=C/c2cccnc2)c1
 : 12, 3, 5.3, 4, 91, 96, 4, 11, 1
O=C(Nc1ccccc1F)Nc1ccccc1F
 : -3, -2, 0.4, -2, 88, 97, -3, 9, 0
O=C(CN1C(=O)c2ccccc2S1(=O)=O)NCc1ccccc1Cl
 : 0, 2, -0.6, 2, 22, 69, 3, 22, 1
O=C(Nc1ccon1)C12CC3CC(C1)CC(n1cnc([N+](=O)[O-])n1)(C3)C2
 : -2, -1, -1.8, -1, 109, 109, 0, 6, 0
COc1ccc(C2(CNC(=O)Cc3ccc(OC)c(OC)c3)CCCC2)cc1
 : 3, 0, -1.2, -2, 101, 99, 5, 1, 0
C=CCOc1ccc2c(c1)C(=NO)c1cc(OCC=C)ccc1-2
 : -4, -5, -0.8, 2, 90, 85, -1, -30, 0
Cc1cccc(NC(=S)NC(NC(=O)OCc2ccccc2)C(Cl)(Cl)Cl)c1 (centres undefined)
 : 3, -3, 2.7, -1, 113, 106, 2, -8, 0
Cc1ccc(OCC(=O)N/N=C/C=C/c2ccco2)cc1C
 : 15, 3, 1.2, 3, 92, 86, 11, -3, 2
Cc1ccc(S(=O)(=O)NC(CC(C)C)C(=O)NCC(c2ccco2)N2CCCCC2)cc1 (centres undefined)
 : 6, ., ., 9, 108, 92, 7, 9, 0
CSc1nc2c(c(-c3ccccc3)c1C#N)CCC2
 : 7, -1, 1.3, 5, 93, 95, -1, 3, 3
COc1ccc(Cl)cc1-c1n[nH]c(=S)n1C1CCCCC1
 : -11, -4, -0.3, 1, 108, 96, -9, 11, 6
CCOC(=O)C1C(=O)NC(C)C1c1ccccc1 (centres undefined)
 : -4, 2, 2.0, 1, 109, 105, -6, -5, 0
COc1ccccc1N1CCN(CCCCOc2cccc3ccccc23)CC1
 : 10, 5, -1.0, 4, 107, 103, 3, ., 0
Cc1ccc(NC(=O)CSc2nncc3ccccc23)cc1
 : 5, 3, -5.7, 3, 81, 96, 1, 11, 1
CCCn1c(N)c(Sc2ccc([N+](=O)[O-])cc2)c(=O)n(CCC)c1=O
 : 3, -3, 0.0, 6, 101, 99, 5, -7, 0
Cc1ccc(NC(=O)Cn2nc(C)c3ccccc3c2=O)cc1F
 : 1, -3, 3.0, 8, 101, 101, 8, -4, 0
CCOC(=O)c1oc2nc(C)c3c(c2c1N)CC(C)(C)OC3
 : -4, -7, -0.2, 1, 98, 91, 0, 4, 2
COc1ccc(-c2c(C)oc3c(CN4CCCCC4C)c(O)ccc3c2=O)cc1OC (centres undefined)
 : 3, 1, 1.8, 6, 110, 104, -1, 39, 4
O=C(c1ccccc1Cl)N1CCc2ccccc2C1
 : 5, -2, 0.0, -3, 85, 76, 0, -3, 0
O=C(NNC(=O)c1sccc1-n1cccc1)Nc1ccc(F)cc1
 : 1, -1, 9.5, 4, 102, 82, 0, 7, 3
CC1=C(C(=O)OC2CCCCC2)C(c2ccccc2Br)NC(=O)N1 (centres undefined)
 : -1, 0, 0.1, 2, 100, 104, 4, 11, 0
O=C(COC(=O)/C=C/c1ccccc1Cl)NCC1CCCO1 (centres undefined)
 : ., ., ., -3, 97, 114, ., 10, 2

(cont.)
Values run as follows: MCL1-BIM inh, Fam108B counter, MEX-5 binding, GLD-1 RNA inh, AGP1-GFP MLPCN, CIT2-GFP yeast, BCLXL inh, VLA-4 inh, GRK2 aptamer HTS
CCc1nnc(NC(=O)CSc2nnc(C)n2-c2ccc(C)cc2)s1
 : 2, 2, -2.9, 2, 103, 101, 4, -8, 0
COc1ccc(N(CC(=O)Nc2cccc(C)c2C)S(=O)(=O)c2c(C)n[nH]c2C)cc1
 : 1, 0, -0.3, 3, 112, 115, 5, 11, 2
CC(C)(C)NC(=O)CN1CCC(O)(c2ccccc2)CC1
 : 1, -2, -2.2, 9, 96, 97, 3, 1, 3
CCC(CO)Oc1cc(NC(=O)c2cccc(F)c2)c2ncn(C(C)C)c2c1 (centres undefined)
 : ., ., ., 3, 111, 97, ., -12, 1

A section from the list above, as a working copy:
Values run as follows: MCL1-BIM inh, Fam108B counter, MEX-5 binding, GLD-1 RNA inh, AGP1-GFP MLPCN, CIT2-GFP yeast, BCLXL inh, VLA-4 inh, GRK2 aptamer HTS
CC(C)(C)NC(=O)CN1CCC(O)(c2ccccc2)CC1
 : 1, -2, -2.2, 9, 96, 97, 3, 1, 3
CCC(CO)Oc1cc(NC(=O)c2cccc(F)c2)c2ncn(C(C)C)c2c1 (centres undefined)
 : ., ., ., 3, 111, 97, ., -12, 1
